Tb PFK inh = qHTS Assay to Find Inhibitors of T. brucei phosphofructokinase; T. brucei PFK, ADP-Glo luminescence; Potency, µM (highest dose often 57.5 µM), for the others: at the highest dose activity, negative = inhibition, usual class: inhibitors; actives 0.17% (n = 330,000); AID 485367, 2010;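 further: potency means the concentration at half of the fitted maximal effect; 0% = uninhibited 1x PFK enzyme wells and -100% = no-enzyme wells; nearly all actives have a fitted effect of over 60% in size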
Target sequence (O15648 whole entry, looked up): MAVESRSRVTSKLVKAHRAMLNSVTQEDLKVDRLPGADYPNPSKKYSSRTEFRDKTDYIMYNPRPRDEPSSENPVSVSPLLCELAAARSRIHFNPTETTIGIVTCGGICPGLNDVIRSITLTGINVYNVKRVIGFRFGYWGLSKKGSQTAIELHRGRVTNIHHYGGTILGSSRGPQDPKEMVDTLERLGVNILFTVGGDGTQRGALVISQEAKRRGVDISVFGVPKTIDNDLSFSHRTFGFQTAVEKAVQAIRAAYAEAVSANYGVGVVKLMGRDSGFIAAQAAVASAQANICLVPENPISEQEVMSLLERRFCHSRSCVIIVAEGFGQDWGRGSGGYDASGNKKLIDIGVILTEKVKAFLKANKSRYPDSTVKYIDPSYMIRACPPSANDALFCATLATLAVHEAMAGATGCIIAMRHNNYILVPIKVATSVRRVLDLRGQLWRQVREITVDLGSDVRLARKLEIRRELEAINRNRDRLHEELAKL
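Activity is normalized to no-enzyme wells (full inhibition) and 1.25 nM enzyme wells (no inhibition). Reaction: 0.5 mM F6P, 0.1 mM ATP, 45 min RT, ADP-Glo luminescence; concentration-response curves fitted and classed by quality.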
AT treatment = qHTS Assay for Identifying a Potential Treatment of Ataxia-Telangiectasia; […] A-T fibroblasts, KAP-1 phosphorylation AlphaLISA; neocarzinostatin DNA damage 30 min before lysis; Potency, µM (titrated, usually from 57.5 µM), for inactives: at the top dose activation, hits mostly activators; actives 0.19% (n = 320,000); AID 485349, 2010; further: potency means the concentration at half of the fitted maximal effect; % of control where 0% means no effect; nearly all actives have a fitted effect of over 45% in size
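hTERT-immortalized A-T patient fibroblasts ([…]), 500 cells/well in OPTI-MEM, 1% FBS, got compounds for 60 min, then NCS for 30 min at 37C. Lysates were then assayed for phospho-KAP-1 by AlphaLISA (anti-pKAP1 donor, anti-KAP1 acceptor beads), 6 hr at 25C.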
Integrin act MD = qHTS for Activators of Integrin-Mediated Alleviation for Muscular Dystrophy; actives 0.064% (n = 350,000); alpha7betagal myoblasts, beta-gal FDG fluorescence, 48 h; Potency, µM (doses to about 38.3 µM), without a hit: top-dose activation, usual class: activators; AID 624291, 2012;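 further: potency means the concentration at half of the fitted maximal effect; 100% = response of the positive control SU9516; nearly all actives have a fitted effect of over 60% in size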
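alpha7betagal+/- myoblasts (passage 13, 250/well) treated 48 h at 37C with compounds at 1:260 dilution of DMSO stock. Lysed, then beta-galactosidase activity read as FDG fluorescence (ex 480/em 540) after 30 min, with pre-read for autofluorescence.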
TCR activator = Activators of T cell receptors: qHTS campaign; primary human leukocytes, anti-CD3, IL-2 HTRF, 48 h; 330,000 tested, under 10 active; AID 504894, 2011; Potency, µM (doses to about 9.22 µM), inactives show top-dose activation of IL-2 secretion, actives largely listed as activators; further: % of control where 0% means no effect
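48 hr co-incubation of compounds, a-CD3 beads and primary human leukocytes; IL-2 quantified homogeneously by HTRF with anti-IL-2 K and d2 conjugates.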
Eya2 phos inh = qHTS Assay for Inhibitors of the Phosphatase Activity of Eya2. AID 488837, 2010. recombinant Eya2, OMFP fluorescence dephosphorylation (OMFP is methylfluorescein phosphate). Potency, µM (top dose mostly 76.9 µM), without a hit: top-dose activity, negative = inhibition, most hits filed as inhibitors. Protein phosphatase EYA2 (Homo sapiens), O00167. actives 0.006% (n = 330,000); further: potency means the concentration at half of the fitted maximal effect; on the % scale 0 is the no-effect control and ±100 the full control effect
Target sequence (O00167 whole entry, looked up): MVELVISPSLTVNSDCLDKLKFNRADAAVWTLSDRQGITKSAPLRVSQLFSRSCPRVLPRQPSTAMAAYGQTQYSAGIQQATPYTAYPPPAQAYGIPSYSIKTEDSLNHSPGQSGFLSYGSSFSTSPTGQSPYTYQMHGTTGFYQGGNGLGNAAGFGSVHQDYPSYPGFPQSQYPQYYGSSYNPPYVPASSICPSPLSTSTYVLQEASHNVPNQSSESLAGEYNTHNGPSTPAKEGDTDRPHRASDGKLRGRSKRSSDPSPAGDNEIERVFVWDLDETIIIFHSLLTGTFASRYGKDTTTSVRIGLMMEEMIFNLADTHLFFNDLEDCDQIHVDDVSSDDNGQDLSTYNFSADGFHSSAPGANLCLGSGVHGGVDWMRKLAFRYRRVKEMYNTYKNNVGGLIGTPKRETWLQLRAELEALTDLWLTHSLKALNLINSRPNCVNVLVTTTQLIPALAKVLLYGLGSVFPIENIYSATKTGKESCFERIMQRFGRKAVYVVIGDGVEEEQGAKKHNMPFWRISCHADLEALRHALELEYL
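Eya2 (0.2 uM) preincubated 10 min at ambient with compound, then OMFP substrate added at 50 uM; 10 min reaction in 50 mM HEPES pH 7.5, 50 mM NaCl, 5 uM MgCl2, 0.05% BSA, 1 mM DTT. Fluorescence read at Ex 485/Em 525 nm.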
Mito fusion yeast = qHTS Assay for Small Molecule Inhibitors of Mitochondrial Division or Activators of Mitochondrial Fusion. S. cerevisiae fusion-defective mutant growth rescue, CellTiterGlo 48 h. Potency, µM (series often up to 46.1 µM), without a hit: top-dose growth rescue (activation), hits mostly activators. actives 0.23% (n = 320,000);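 further: potency means the concentration at half of the fitted maximal effect; % of control where 0% means no effect; nearly all actives have a fitted effect of over 45% in size; temperature-sensitive fusion mutants such as fzo1-1 at 37 °C on non-fermentable ethanol glycerol medium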
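Read-out: ATP-based luminescence (CellTiterGlo, 10 min ambient) reporting growth of fusion-defective ts yeast after 48 hours at 37C on glycerol/ethanol YPEG medium in the presence of compound.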
S-ASM inh = Inhibitors of Secretory Acid Sphingomyelinase (S-ASM): qHTS; Potency, µM (highest dose often 57.5 µM), inactives show at the highest dose activity change, negative = inhibition, actives largely listed as inhibitors; AID 504937, 2011; Sphingomyelin phosphodiesterase (Homo sapiens), P17405; placental ASM, HMU-PC fluorogenic substrate, 60 min; actives 0.006% (n = 340,000); further: potency means the concentration at half of the fitted maximal effect
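Fluorogenic HMU-PC substrate (9 uM final) is turned over by placental ASM in 60 min at 37 C after a 10 min compound preincubation. Reaction ended by alkaline stop (pH 10), with fluorescence read at 386/447 nm.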
BCR signal inh = qHTS Assay to Find Inhibitors of Chronic Active B-Cell Receptor Signaling; ABC-DLBCL IkBa-CBG/CBR reporter, luminescence ratio, 4 h; Potency, µM (titrated, usually from 46.1 µM), for inactives: at the top dose ratio change, negative = lower green/red ratio, actives largely listed as inhibitors; actives 0.05% (n = 340,000); active means well fitted inhibition curve with a large enough effect in the signal ratio, with a control signal flat, not every such curve was filed as active; inconclusive means small, poorly fitted or top-dose-only effect, or effect the other way, or a change in a side signal; the % refers to the signal ratio;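 further: potency means the concentration at half of the fitted maximal effect; plate controls were basal doxycycline-induced cells for no effect and cells given 10 µM MG132 for full effect; MG132 reads +100%, hits lower the ratio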
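Cell line TMD8 (human ABC DLBCL), stably expressing tet-inducible CBG68-IkBa fusion and CBR; IMDM/0.5% FBS; cpd up to 46 uM; dox induction, 4 h, 37C/5% CO2; dual luminescence; green/red ratio; MG132 control.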
TSHR antag = Antagonists of the Thyroid Stimulating Hormone Receptor: HTS campaign; Thyrotropin receptor (Homo sapiens), P16473; TSHR-expressing cells, TSH-stimulated cAMP HTRF, 2 h; hits give low values; activity change, negative = inhibition, % at 11.5 µM; actives 0.2% (n = 330,000);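 active means activity change below a set negative limit, meaning inhibition stronger than a set level, cut at about -70% in these data; inconclusive means activity change between two set negative limits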; further: on the % scale 0 is the no-effect control and ±100 the full control effect
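TSHR-expressing cells were treated with compounds, then stimulated with TSH at EC80 (4nM final) for 2 hours at 37 deg C. Cellular cAMP was measured by HTRF competition between lysate cAMP and cAMP-d2 for a cryptate-labelled anti-cAMP antibody.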
ELG1 DNA repair = qHTS screen for small molecules that inhibit ELG1-dependent DNA repair in human embryonic kidney (HEK293T) cells expressing luciferase-tagged ELG1. AID 504467, 2011. HEK293T ELG1-luciferase reporter, luminescence, 16 h; DNA damage induced by 5-fluorouridine. Potency, µM (top dose mostly 46.1 µM), for inactives: at the highest dose activity change, negative = inhibition, actives largely listed as inhibitors. actives 2.3% (n = 330,000); further: potency means the concentration at half of the fitted maximal effect; on the % scale 0 is the no-effect control and ±100 the full control effect; nearly all actives have a fitted effect of over 55% in size
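Cells (2,000 per well) received 5-fluorouridine plus test compound or DMSO and were incubated 16 hr at 37 °C, 5% CO2. Luciferase activity was read by luminescence 30 min after ONE-Glo addition; signal suppression marked inhibition of damage-induced ELG1 function.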
PTAP TSG101 blk = qHTS Assay for Iinhibitors of HIV-1 Budding by Blocking the Interaction of PTAP/TSG101. 340,000 tested, under 10 active. Potency, µM (highest dose often 115 µM), for inactives: at the top dose activity change, negative = inhibition, hits mostly inhibitors. Fluorescence polarization, FITC-PTAP peptide / Tsg101 binding; active means well fitted inhibition curve with a large enough effect in the main read-out, with a control signal flat, not every such curve was filed as active; inconclusive means small, poorly fitted or top-dose-only effect, or effect the other way, or a change in a side signal; inactive means no such curve, though single readings can be large or run the other way; further: potency means the concentration at half of the fitted maximal effect; % of control where 0% means no effect
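FP read-out: FITC-PTAP peptide, 50 nM final, binding Tsg101 binding domain, 10 uM final; 20 min, r.t.; 10 mM HEPES pH 7.5, 0.15 M NaCl, 0.01% Tween 20, 3 mM EDTA, 0.1 mM TCEP.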
Active calls of the source: *; u = inconclusive; x = not tested or not shown; [ ] = another dose, or the depositor's remark. Unless noted, the call rests on the fitted dose curve; in most records, active means well fitted curve in the direction sought with a large enough effect; inconclusive means small, poorly fitted or top-dose-only effect, or another doubt; inactive means no such curve, though single readings can be large; an effect the other way counts as inactive or inconclusive.

The line under a structure holds: Tb PFK inh | AT treatment | Integrin act MD | TCR activator | Eya2 phos inh | Mito fusion yeast | S-ASM inh | BCR signal inh | TSHR antag | ELG1 DNA repair | PTAP TSG101 blk
> O=C(c1ccc(F)cc1)n1ccc(-c2cnc(-c3ccccc3)s2)n1
→ -2% | 7% | 9% | 0% | 18% | -1% | 38%[activator] | u | -9 | u | 0%
> CC(C)CNC(=O)COC(=O)c1ccccc1OCC(=O)Nc1ccc(Br)cc1
→ 4% | 3% | 43% | -6%[46.1 µM] | 5% | 0% | 3% | -7% | 21 | 2% | -4%
> O=C(Nc1ccccc1C(=O)NC(Cc1ccccc1)C(=O)NC1CCCCC1)c1ccccc1 (centres undefined)
→ 1% | 3% | -28% | 1%[46.1 µM] | -13% | 2% | 0% | 1% | 10 | u | 8%
> COc1cc2c(cc1NC(=S)Nc1cccc(C)c1)oc1ccccc12
→ -2% | 1% | u | -10% | -7% | 0% | -3% | 13% | -11 | 4% | 0%
> O=C(CN(C(=O)c1csnn1)c1ccccc1Cl)NC1CCCC1
→ 10% | -1% | -5% | -3% | 0% | -4% | 8% | -2% | -3 | 1% | -7%
> CCn1nc(NC(=O)c2ccncc2)c2cc3cccc(C)c3nc21
→ 4% | -1% | 5% | -1% | 4% | 0% | 16% | 3% | 7 | -14% | -1%
> CCC(C)(C(=O)NC1CCCCC1)N(Cc1cccs1)C(=O)c1ccc(=O)[nH]c1 (centres undefined)
→ -13% | 7% | -2% | -1%[46.1 µM] | -6% | -5% | 3% | 7% | 9 | 15% | -5%
> COc1ccc(CCNC(=O)c2cccs2)cc1OC
→ 0% | 1% | u | 3% | 5% | 1% | 3% | -1% | -8 | -8% | -7%
> COc1ccc(CCNC(=O)COc2nncc3ccccc23)cc1
→ 0% | 0% | 3% | -24% | 12% | -3% | -2% | -1% | 5 | 5% | -1%
> COC(=O)CSc1nc(-c2ccccc2)nc2ccc(F)cc12
→ -1% | 19% | -15% | 8% | 11% | 2% | -5% | 2% | 18 | 1% | -4%
> O=C(NCCO)C(=O)NCC(c1ccc2c(c1)OCO2)N1CCN(c2ccc(F)cc2)CC1 (centres undefined)
→ 0% | 6% | 23% | -3% | 4% | 4% | 7% | 0% | -9 | -4% | -9%
> CC(=O)N1CCc2cc(S(=O)(=O)CCC(=O)NCc3ccc(C)o3)ccc21
→ -2% | -1% | -31% | 3% | 7% | -3% | 2% | -2% | 6 | 11% | 1%
> CCn1c(C(O)c2ccccc2)nc2ccccc21 (centres undefined)
→ 0% | -2% | -3% | x | -6% | 1% | 2% | 1% | 0 | -1% | -9%
> Cn1c(=O)cc(SCC(=O)NCc2ccc(F)cc2)c2ccccc21
→ 5% | 3% | 8% | 4% | -17% | -1% | -2% | u | -6 | 3% | -4%
> CCOC(=O)C1CCN(C(=O)c2ccc(Cl)c(S(=O)(=O)N3CCCC3)c2)CC1
→ 8% | 8% | 26% | -5% | 2% | 1% | x | -5% | -3 | u | 0%
> CCOc1ccc(OCc2ccc(C(=O)O)o2)cc1
→ -15% | 1% | -10% | -55% | -15% | 2% | 5% | u | -8 | u | -3%
> NS(=O)(=O)c1ccc(CNC(=O)/C=C/c2cccc([N+](=O)[O-])c2)cc1
→ -7% | 8% | -13% | -1% | -28% | -2% | -1% | 2% | -6 | -17% | 3%
> Cc1n[nH]c(C)c1-c1nc2ccccc2[nH]1
→ -2% | -11% | 3% | -1%[46.1 µM] | -7% | -2% | 2% | -1% | 3 | -4% | -1%
> O=Cc1c(N2CCN(c3ccccc3)CC2)nc2ccccn2c1=O
→ 16% | -4% | 1% | -5% | 7% | 11% | -4% | u | 1 | 9% | -3%
> COc1ccccc1CCNC(=O)c1cc(-c2ccccn2)nc2ccccc12
→ 4% | 0% | -9% | -1% | 8% | 5% | x | -9% | 6 | u | -3%

The final 2 entries of the part before lead into the next.
The line under a structure holds: Tb PFK inh | AT treatment | Integrin act MD | TCR activator | Eya2 phos inh | Mito fusion yeast | S-ASM inh | BCR signal inh | TSHR antag | ELG1 DNA repair | PTAP TSG101 blk
> O=Cc1c(N2CCN(c3ccccc3)CC2)nc2ccccn2c1=O
→ 16% | -4% | 1% | -5% | 7% | 11% | -4% | u | 1 | 9% | -3%
> COc1ccccc1CCNC(=O)c1cc(-c2ccccn2)nc2ccccc12
→ 4% | 0% | -9% | -1% | 8% | 5% | x | -9% | 6 | u | -3%
> Cc1ccc2nc(-c3ccc(NC(=S)NC4CC(C)(C)NC(C)(C)C4)cc3)sc2c1
→ -3% | -5% | -70%[inhibitor] | -15% | -13% | 14% | x | -10% | 12 | u | 1%
> CN(CC(O)COCc1ccccc1F)C1CCCCC1 (centres undefined)
→ 4% | 41% | 19% | -4% | -5% | -3% | -2% | u | 0 | 26% | 0%
> CCN(CC(=O)Nc1ccc(OC)cc1)C(=O)COc1cccc2c1OC(C)(C)C2
→ 0% | 0% | -10% | 1% | -3% | 3% | -6% | -17% | -2 | 2% | -2%
> O=C1/C(=C\c2cccnc2)CN(Cc2ccccc2)C/C1=C\c1cccnc1
→ -7% | 10% | -49%[inhibitor] | 11%[46.1 µM] | 0% | -10% | 6% | u | -21 | 3.7µM* | -3%
> CCOC(=O)CCC(NC(=O)CCCCC(=O)NC(CCC(=O)OCC)C(=O)OCC)C(=O)OCC (centres undefined)
→ 9% | 8% | -17% | -4%[46.1 µM] | 0% | 0% | 6% | 1% | 25 | -2% | -1%
> COc1ccc(CCNC(=O)c2cnc3n(c2=O)CCS3)cc1OC
→ 1% | -5% | 3%[7.66 µM] | 5%[46.1 µM] | -4% | 0% | -1% | u | -3 | 10% | 0%
> COc1ccc(C(=O)N2CCN=C2SCc2cccnc2)cc1OC
→ 3% | 7% | 0% | -4% | -10% | -3% | -1% | u | 1 | -4% | -1%
> COc1ccccc1OCc1nn[nH]n1
→ -5% | 1% | 8% | x | 5% | 0% | 4% | 4% | 6 | -2% | -1%
> CC(=O)c1cccc(NC(=O)c2cccc(N3C(=O)c4ccccc4C3=O)c2)c1
→ 2% | -3% | 22% | -24% | -11% | 2% | -6% | -1% | -6 | 7% | -1%
> CCN1CCCC1CNC(=O)c1cc2c(OC)cccc2[nH]1 (centres undefined)
→ 4% | -12% | -1% | 4% | 0% | -1% | 4% | u | 3 | u | -1%
> Cn1cc(/C=C2/SC(=O)N(CC(=O)Nc3ccc4c(c3)OCO4)C2=O)c2ccccc21
→ 0% | 3% | 44% | -5% | -10% | 2% | 1% | -3% | -5 | 5% | 1%
> COc1ccc(C2C3=C(CC(C)(C)CC3=O)Nc3c2c(=O)[nH]c2nc(C)nn32)cc1 (centres undefined)
→ 4% | 2% | -33% | -4% | 8% | -6% | x | -4% | -10 | -2% | -9%
> CCOc1c2ccc(C(=O)NCc3ccc(OC)cc3)cc2nn1CCOC
→ 2% | 12% | -16% | 9% | 5% | -1% | 36% | -24% | 5 | 3% | -5%
> CCOc1ccc(C2NC(=O)CCC2[N+](=O)[O-])cc1 (centres undefined)
→ -1% | 0% | 16% | x | -3% | 0% | 0% | 1% | 12 | 1% | -3%
> Cc1ccc(NCc2nnc(SCC(=O)O)n2Cc2ccccc2)cc1Cl
→ -3% | 0% | 8% | 0% | 13% | 1% | 5% | 18% | -1 | 14% | -6%

An unsorted share of the library; any-hit rate near 3.2%.
